Assay outcomes from PubChem BioAssay.
PolyA inhibitor = inhibitors of polyadenylation in S. cerevisiae; S. cerevisiae SKY197-pL101 polyadenylation reporter, beta-gal luminescence; efflux-impaired pdr1/pdr3 knockout yeast; score 100 = 6 SD above DMSO; calls only at 12 µM; hit rate 0.02% among 300,000; AID 1875;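 active = lowest replicate activity score at least 50, where 100 means six control SD above control mean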;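 note: yeast exposed to compound for 9 h at 30 °C; higher score means more reporter readthrough which indicates perturbed polyadenylation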
KCNK3 inh = human KCNK3 channel inhibition, primary screen; O14649; CHO-KCNK3 thallium flux, FluxOR fluorescence; hits give low values; B-score at 10 µM; hit rate 0.84% among 340,000; AID 602410;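 active = B-score under library mean minus 4 SD, starting fluorescence ratio at most library mean plus 5 SD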;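 note: more negative B-score means stronger inhibition of thallium flux through KCNK3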
GSK3 alpha inh = blocks human GSK-3 alpha kinase. P49840. ADP-Glo luminescence, 60 min. inhibition, % at 10 µM. hit rate 0.1% among 320,000;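 in the data active = inhibition above about 50%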;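 note: GST-tagged GSK-3 alpha with peptide substrate and 25 µM ATP; 0% = DMSO neutral wells and 100% = GW8510 positive control wells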
Target sequence (P49840 whole entry, looked up): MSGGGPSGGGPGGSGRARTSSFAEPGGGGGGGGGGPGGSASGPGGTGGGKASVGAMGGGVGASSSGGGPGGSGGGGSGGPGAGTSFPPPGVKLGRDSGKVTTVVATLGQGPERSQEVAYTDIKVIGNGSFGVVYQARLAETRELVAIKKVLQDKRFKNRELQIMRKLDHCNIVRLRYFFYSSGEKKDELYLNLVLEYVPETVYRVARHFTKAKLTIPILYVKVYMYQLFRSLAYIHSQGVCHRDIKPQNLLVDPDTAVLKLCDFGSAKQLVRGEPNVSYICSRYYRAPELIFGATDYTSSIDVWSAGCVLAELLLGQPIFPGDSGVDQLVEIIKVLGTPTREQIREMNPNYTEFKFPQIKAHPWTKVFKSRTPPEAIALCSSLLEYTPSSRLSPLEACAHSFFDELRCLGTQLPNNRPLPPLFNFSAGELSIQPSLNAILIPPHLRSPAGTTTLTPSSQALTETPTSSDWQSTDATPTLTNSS
KCNQ1 inh = human KCNQ1 channel inhibition; P51787; CHO-K1 KCNQ1, FluxOR thallium flux fluorescence; hits give high values; B-score at 10 µM; hit rate 1.3% among 310,000;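 active = compounds whose thallium flux B-score, printed positive for inhibition, exceeds three library SD while starting fluorescence stays within three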;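 note: channel opened by potassium depolarization with thallium stimulus after 20 min compound exposure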
GSK3B inh = human GSK3beta kinase inhibition; P49841; GST-GSK3beta kinase, ADP-Glo luminescence, 60 min; hits give low values; activity score (negative = inhibition), % at 10 µM; hit rate 0.038% among 300,000; AID 2097;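 active = more than half of replicate wells score below -50%, meaning over 50% inhibition versus plate controls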;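 note: 0% = median DMSO wells and -100% = median GW8510 positive control wells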
Target sequence (P49841 whole entry, looked up): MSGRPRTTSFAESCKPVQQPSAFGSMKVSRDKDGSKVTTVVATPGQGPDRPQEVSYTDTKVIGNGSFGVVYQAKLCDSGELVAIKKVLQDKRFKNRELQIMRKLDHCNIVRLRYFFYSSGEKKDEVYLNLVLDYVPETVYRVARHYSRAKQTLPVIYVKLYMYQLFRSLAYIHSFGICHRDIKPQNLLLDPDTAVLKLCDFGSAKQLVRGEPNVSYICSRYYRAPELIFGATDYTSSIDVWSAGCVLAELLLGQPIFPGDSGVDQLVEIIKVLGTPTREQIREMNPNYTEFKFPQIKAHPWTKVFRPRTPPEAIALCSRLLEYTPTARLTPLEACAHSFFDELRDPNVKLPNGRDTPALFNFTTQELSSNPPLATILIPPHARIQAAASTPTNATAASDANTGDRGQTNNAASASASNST
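Assay system: GST-fused GSK3beta enzyme, cell-free / Medium: Tris pH 7.5 buffer with MgCl2, DTT, BSA, heparin / Also added: peptide substrate plus 25 µM ATP (final) / Compound: 10 µM single point / Timing: kinase reaction with compound 60 min at room temperature / Detection: ADP-Glo luminescence / Benchmarks: DMSO neutral wells and GW8510 at 20 µM as positive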
hERG protect = shields human hERG channel from block by proarrhythmic agents. Q12809. CHO-hERG, FluxOR thallium flux, dofetilide IC70 present. activation (rescue from dofetilide block), less the hit threshold, % at 10 µM. hit rate 0.51% among 310,000. AID 1511;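 active = activation above the mean of controls blocked by dofetilide plus 5 SD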;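 note: thallium influx through hERG after potassium depolarization seen as dye fluorescence rise; in these data hits start at about 4.7%; inactives centre near -7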
KCNK9 inh = human KCNK9 channel inhibition | Q9NPC2 | HEK293 KCNK9, FluxOR thallium flux fluorescence; hits give low values | B-score at 10 µM | hit rate 1.2% among 310,000 | AID 488922;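 active = ratio B-score over 3 SD below the library mean, with starting fluorescence within 5 SD of its mean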;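 note: negative B-score means less thallium flux so channel inhibition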
DYRK1A inh = inhibitors of rat Dyrk1A kinase | Q63470 | ADP-Glo luminescence, NFATc1 peptide | inhibition, % at 12.5 µM | hit rate 0.43% among 310,000 | AID 504441; in the data active = inhibition above about 50%;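 note: plate controls were vehicle with enzyme for no effect and no enzyme for full effect; many of its hits are not listed in these tables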
RGS4 act = potentiators or activators of RGS4. HEK293 M3R/inducible RGS4, carbachol calcium flux Fluo4; hits give low values. B-score at 10 µM. hit rate 0.92% among 310,000. AID 463111;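 active = B-score of the integrated calcium signal more than 4 SD below the library mean, with starting fluorescence not abnormally high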;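 note: negative B-score means reduced calcium response which marks RGS4 activation or potentiation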
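Material: M3R-expressing HEK293 line, RGS4 induced by doxycycline | Schedule: Overnight RGS4 induction, 30 min dye load 37 °C, 20 min compound RT | Measured by: Fluo4 fluorescence kinetic imaging of calcium | Read-out: Integrated calcium ratio converted to B score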
HDAC3 inhib = inhibitors of human histone deacetylase 3. O15379. recombinant HDAC3, fluorogenic peptide/trypsin coupled, fluorescence. inhibition, % at 8.3 µM. hit rate 0.15% among 320,000. AID 2718; in the data active = inhibition above about 26%, passing the limit was not always enough
KCNQ1 pot = potentiators or activators of human KCNQ1 potassium channel; P51787; hit rate 0.35% among 310,000; CHO-K1 KCNQ1, thallium flux FluxOR fluorescence; hits give high values; B-score at 10 µM; AID 2648;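 active = fluorescence ratio B-score, a plate-corrected score, at least three library SD, with initial intensity B-score within 5 SD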
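Test system: CHO-K1 cells stably expressing KCNQ1 / Medium: assay buffer / Also added: depolarizing K+/Tl+ stimulus, K2SO4 and Tl2SO4 each 12.5 mM in 5x stock / Incubation: 90 min dye loading and 20 min compound exposure, both at room temperature / Signal: thallium influx via FluxOR fluorescence, kinetic imaging / Evaluation: B score of baseline-normalized fluorescence ratio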
Active calls of the source: *; i = inactive; . = no result given.

Order of results: PolyA inhibitor	KCNK3 inh	GSK3 alpha inh	KCNQ1 inh	GSK3B inh	hERG protect	KCNK9 inh	DYRK1A inh	RGS4 act	HDAC3 inhib	KCNQ1 pot
- Cc1cc(C)cc(OCc2nnc(SCC(=O)N3CCN(c4ccccc4)CC3)o2)c1
→ i	i	-3	i	2	-11	i	6	i	9	i
- O=C1C=C(NC2CCCCC2)CCC1
→ i	i	-1	i	-8	-6	i	14	i	4	i
- Cn1c2ccccc2c2nnc(SCC(=O)Nc3cccc(O)c3)nc21
→ i	i	-3	i	3	-7	i	-2	i	-1	i
- O=C1N=C(N2CCOCC2)S/C1=C\c1cccnc1
→ i	i	-2	i	-1	-10	i	0	i	-3	i
- CCOC(=O)C[C@H]1c2cc(F)ccc2S(=O)(=O)N1C(C)(C)C
→ i	i	-1	i	2	-1	i	0	i	5	i
- COc1cc(C(C(=O)NCc2ccccc2)N(Cc2ccco2)C(=O)c2cnccn2)cc(OC)c1OC (configuration not stated)
→ i	i	0	i	3	0	i	5	i	.	i
- CCC(=O)NC(=S)Nc1ccc(S(=O)(=O)NC(C)=O)cc1
→ i	i	-3	i	1	-3	i	7	i	14	i
- CCOC(=O)c1cc2n(n1)C(C(F)(F)F)CC(C)N2 (configuration not stated)
→ i	i	3	i	-9	-3	i	8	i	-2	i
- O=C1NCCCCC1NS(=O)(=O)c1ccc(F)c(F)c1 (configuration not stated)
→ i	i	-2	i	1	-5	i	-1	i	-7	i
- CC(C)NC(=O)CSc1nc(Cc2ccccc2)nc2ccccc12
→ i	i	-1	i	-6	-9	i	10	i	-1	i
- Cc1c(C(=O)NCc2ccccn2)oc2ccc(S(=O)(=O)N3CCC4(CC3)OCCO4)cc12
→ i	i	-1	i	0	-13	i	-2	i	-3	i
- COc1ccccc1NC(=S)NNC(=O)c1ccc(Cl)cc1Cl
→ i	i	-7	i	4	0	i	5	i	0	i
- COc1ccc(F)cc1CN1CCN(CC(=O)N2CCc3ccccc32)CC1
→ i	i	-3	i	2	-3	i	-4	i	1	i
- COc1ccc(S(=O)(=O)N2CCOCC2)cc1NS(=O)(=O)/C=C/c1ccccc1
→ i	i	-1	i	2	-9	i	0	i	6	i
- Cc1cccc(C(=O)NC(=S)NCc2ccccc2)c1
→ i	i	-6	i	2	0	i	7	i	8	i
- COc1ccc(NC(=O)CNC(=O)Cn2cnc3sc(C)c(C)c3c2=O)cc1OC
→ i	i	0	i	-1	-2	i	2	i	-3	i
- CCCC(=O)NC(=S)Nc1ccc(Cl)cn1
→ i	i	-3	i	-2	-15	i	3	i	0	i
- Cn1c(C(=O)OCC(=O)NCC2CCCO2)cc2sccc21 (configuration not stated)
→ i	i	1	i	2	-3	i	-1	i	7	i
- CCOc1ccc(NC(=O)CSc2nncc(=O)[nH]2)cc1
→ i	i	-1	i	0	-3	i	-10	i	1	i
- Cc1ccc(S(=O)(=O)NC(=S)c2ccccc2)cc1
→ i	i	-2	i	5	-9	i	6	i	.	i
- O=C(CSc1ccc2ccccc2c1)Nn1cnnc1
→ i	i	-3	i	-21	-7	i	-7	i	-1	i
- COC(=O)c1cccc(NC(=O)CSc2nnc(C)o2)c1
→ i	i	-3	i	-1	-7	i	6	i	11	i
- c1ccc(-c2noc(CSc3nc4ccccc4o3)n2)cc1
→ i	i	0	i	-1	-5	i	-4	i	2	i
- O=C(/C=C/c1ccc2c(c1)OCO2)NCCSCc1cccc(Cl)c1
→ i	i	-2	i	0	-7	i	7	i	-1	i
- N#C/C(=C\c1ccc(N2CCCCC2)o1)C(=O)Nc1cccc(Br)c1
→ .	i	-1	i	-3	-4	i	3	i	2	i
- COC(=O)c1ccc(Cl)c(NC(=O)CN2CCC(C)CC2)c1
→ i	i	-2	i	-4	-8	i	2	i	-6	i
- COc1ccc(/C=N/NC(=O)CNC(=O)c2ccc(S(=O)(=O)N3CCOCC3)cc2)c(OC)c1
→ i	i	-2	i	2	-7	i	5	i	4	i
- Cc1ccc(Oc2ccc(N)cc2)cc1
→ i	i	3	i	-1	-1	i	-2	i	-4	i
- COc1ccc(NC(=O)CN(C)C(=O)CNC(=O)c2ccc3c(c2)OCO3)cc1
→ i	i	-1	i	-4	-14	i	6	i	1	i
- O=C(NN1CC(=O)N(c2cc(Cl)cc(Cl)c2)CC1=O)c1sccc1Cl
→ i	i	3	i	2	-9	i	8	i	-5	i
- O=C(CS(=O)CC(=O)Nc1cnc2ccccc2c1)Nc1ccc(Cl)cc1 (configuration not stated)
→ i	i	-4	i	1	-4	i	-2	i	1	i
- COc1ccc(NC(=O)c2ccccn2)cc1S(=O)(=O)N1CCOCC1
→ i	i	-2	i	2	-10	i	-6	i	-5	i
- O=C1C2C3C=CC(C3)C2C(=O)N1Nc1ccccc1 (configuration not stated)
→ i	i	0	i	1	-10	i	1	i	8	i
- O=C(N/C(=C/c1ccc(Br)cc1)C(=O)N1CCOCC1)c1ccco1
→ i	i	0	i	-3	-6	i	1	i	-10	i
- NC(=O)C1(N2CCCCC2)CCN(C(=S)NC2CCCC2)CC1
→ i	i	-2	i	0	-4	i	.	i	0	i
- CCOC(=O)CSc1nnc(-c2cccnc2)n1Cc1ccccc1
→ i	i	-1	i	-3	-6	i	2	i	1	i
- O=C(c1ccc(-c2ccc(Cl)cc2Cl)o1)N1CCOCC1
→ i	i	9	i	-3	-6	i	5	i	-4	i
- CCOC(=O)N1CCC(NC(=O)c2cccc3c2C(=O)N(c2ccc(OC)cc2)C3)CC1
→ i	i	1	i	0	-13	i	-5	i	-5	i
- COc1cccc(CNc2nc(C(F)(F)F)nc3ccccc23)c1
→ i	-9.4*	-2	i	0	-16	-8*	7	i	11	i
- COC(=O)Cn1c(=O)c2c(nc(Br)n2CC(=O)OC)n(C)c1=O
→ i	i	3	i	1	-10	i	-9	i	-1	i

No new results follow: two of the compounds above.
Order of results: PolyA inhibitor	KCNK3 inh	GSK3 alpha inh	KCNQ1 inh	GSK3B inh	hERG protect	KCNK9 inh	DYRK1A inh	RGS4 act	HDAC3 inhib	KCNQ1 pot
- COc1cccc(CNc2nc(C(F)(F)F)nc3ccccc23)c1
→ i	-9.4*	-2	i	0	-16	-8*	7	i	11	i
- COC(=O)Cn1c(=O)c2c(nc(Br)n2CC(=O)OC)n(C)c1=O
→ i	i	3	i	1	-10	i	-9	i	-1	i

(continued)
Order of results: PolyA inhibitor	KCNK3 inh	GSK3 alpha inh	KCNQ1 inh	GSK3B inh	hERG protect	KCNK9 inh	DYRK1A inh	RGS4 act	HDAC3 inhib	KCNQ1 pot
- Cc1cc(C)c(S(=O)(=O)N(C)CC(=O)NCC2CCCO2)c(C)c1 (configuration not stated)
→ i	i	.	i	1	-7	i	0	i	.	i
- CCCN1CNC(=S)N(c2cccc(C)c2)C1
→ i	i	-1	i	1	-6	i	-3	i	-1	i
- COc1ccc(C2=NN(C(=O)CCC(=O)O)C(c3ccc(Br)cc3)C2)cc1 (configuration not stated)
→ i	i	0	i	-4	-6	i	1	i	-9	i
- CNC(=S)N1N=C(c2ccc(C)cc2)CC1c1ccc(Cl)cc1 (configuration not stated)
→ i	i	-2	i	-1	-8	i	4	i	-6	i
- Cc1ccc(C(=O)NNC(=O)CSc2nnc(C(C)C)n2C)cc1
→ i	i	-1	i	-3	0	i	19	i	1	i
- COc1ccc(CNC(=O)CCCCCNc2nc(=S)[nH]c3ccccc23)cc1
→ i	i	0	i	.	-6	i	-6	i	5	i
- COc1ccc2c(c1)C(=O)[C@@H](O)[C@H](c1ccc(OC)c(Br)c1)O2
→ i	i	-1	i	2	-5	i	7	i	1	i
- Cc1c(C)n2c(SCC(=O)N3CCC(C)CC3)nnc2[nH]c1=O
→ i	i	-2	i	-1	-15	i	8	i	-2	i
- CCN(CC)S(=O)(=O)c1ccc(/C=C/C(=O)Nc2c(C)n(C)n(-c3ccccc3)c2=O)cc1
→ i	i	0	i	1	-6	i	7	i	0	i
- c1ccn2cc(CSC3=NCCS3)nc2c1
→ i	i	-2	i	-2	-5	i	3	i	-3	i
- CCOC(=O)c1cnn(-c2cc(C)c3ccccc3n2)c1N
→ i	i	-4	i	2	-10	i	-5	i	-8	i
- CCC(=O)N1CCc2cc(S(=O)(=O)CCC(=O)Nc3cccc(F)c3)ccc21
→ i	i	1	i	3	-6	i	-3	i	-3	i
- COC(=O)CCS(=O)(=O)c1nc(-c2ccccc2)cc(C(F)(F)F)n1
→ i	i	-1	8*	-3	-16	i	6	i	-4	i
- Cc1sc2ncnc(NCC3CCCO3)c2c1C (configuration not stated)
→ i	i	.	i	-2	-3	i	7	i	-7	i
- CC12CC(c3ccccc3O1)N(C(=O)c1ccco1)C(=O)N2c1ccccc1 (configuration not stated)
→ i	i	.	i	3	-3	i	3	i	.	i
- Cc1cc(N2C(=O)[C@@H]3[C@H](C2=O)[C@@H]2C[C@H]3C(Br)C2Br)no1 (some centres not stated)
→ i	i	2	i	2	-10	i	8	i	0	i
- CN(C)c1ccc(C=NCCc2ccc(S(N)(=O)=O)cc2)cc1
→ i	i	-2	i	2	-10	i	-6	i	-2	i
- O=C(Nc1ccccc1)OCN1C(=O)c2ccccc2C1=O
→ i	i	0	i	0	-5	i	2	i	-3	i
- Fc1cc2[nH]cnc2cc1Cl
→ i	i	-2	i	2	1	i	4	i	-1	i
- COc1ccc(S(=O)(=O)NC(CC(=O)NCCc2ccccc2)c2ccco2)cc1 (configuration not stated)
→ i	i	0	i	1	1	i	-2	i	3	i
- C/C(CC(=O)NC1CCCC1)=N\NC(=O)Cc1csc(N)n1
→ i	i	10	i	4	-2	i	1	i	0	i
- Cc1cc(C(=O)Nc2c(F)cc(F)cc2Br)cs1
→ i	i	-3	i	1	-9	i	0	i	3	i
- CCn1nc(C)c(/C=C/C(=O)Nc2ccc(C)cc2C)c1C
→ i	i	-3	i	3	-10	i	2	i	3	i
- COc1cc(-c2nc(-c3cccc(C)c3)no2)cc(OC)c1OC
→ i	i	0	i	1	-5	i	-6	i	7	i
- CCN(Cc1ccccc1)C(c1ccccn1)c1nnnn1C(C)(C)CC (configuration not stated)
→ i	i	-4	i	2	-5	-8*	-9	i	-8	i
- CCCCC(=O)N1CCN(c2nc3ccc(Cl)cc3s2)CC1
→ i	i	-3	i	-3	-11	i	0	i	-13	i
- COc1ccc(CNc2nc(-c3cccnc3)nn2C(C)=O)cc1
→ i	i	3	i	0	-22	i	-9	i	-1	i
- NC(=O)c1cc([N+](=O)[O-])ccc1N1CCN(Cc2ccccc2)CC1
→ i	i	4	i	0	-3	i	-5	i	0	i

This is a subset; rates above refer to the full screens.
